POLI inh: qHTS for Inhibitors of Polymerase Iota; AID 588590, 2011; Pol iota fluorescent replication assay, 10 min; Potency, µM (series often up to 115 µM), inactives show top-dose activity, negative = inhibition, hits mostly inhibitors; 390,000 tested, 1% active
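Pol iota at 10 nM preincubated 15 min with compounds at room temperature; reaction started with fluorescent substrate, 50 nM final. Fluorescence read kinetically at 0 and 10 min; buffer-only wells as negative control.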
Pol eta inh: qHTS for Inhibitors of Polymerase Eta. recombinant Pol eta, fluorescent DNA replication assay. Potency, µM (top dose mostly 114 µM), for the others: top-dose activity change, negative = inhibition, hits mostly inhibitors. 390,000 tested, 1.2% active. AID 588591, 2011; also: % is scaled to controls: 0 for no effect and ±100 for the full control effect
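Pol eta at 10 nM preincubated with compounds 15 min at room temperature; reaction started with fluorescent substrate (50 nM final) and read kinetically at 0 and 10 min.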
JMJD2A Tudor inh: qHTS Assay for Inhibitors of JMJD2A-Tudor Domain | Lysine-specific demethylase 4A (Homo sapiens), O75164 | AlphaScreen JMJD2A-Tudor / H3K4me3 peptide binding | Potency, µM (series often up to 114 µM), for inactives: top-dose activity change, negative = inhibition, usual class: inhibitors | 390,000 tested, 4.4% active; also: % is scaled to controls: 0 for no effect and ±100 for the full control effect; nearly all actives have a fitted effect of over 50% in size
BLM helicase inh: qHTS Assay for Inhibitors of Bloom's syndrome helicase (BLM) | RecQ-like DNA helicase BLM (Homo sapiens), P54132 | recombinant BLM DNA unwinding, fluorescence dequenching | Potency, µM (highest dose often 56.1 µM), inactives show top-dose activity change, negative = inhibition, usual class: inhibitors | 350,000 tested, 0.2% active | AID 2528, 2010;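 also: plate controls were vehicle for no effect and no enzyme for full effect; nearly all actives have a fitted effect of over 35% in size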
Target sequence (P54132 whole entry, looked up): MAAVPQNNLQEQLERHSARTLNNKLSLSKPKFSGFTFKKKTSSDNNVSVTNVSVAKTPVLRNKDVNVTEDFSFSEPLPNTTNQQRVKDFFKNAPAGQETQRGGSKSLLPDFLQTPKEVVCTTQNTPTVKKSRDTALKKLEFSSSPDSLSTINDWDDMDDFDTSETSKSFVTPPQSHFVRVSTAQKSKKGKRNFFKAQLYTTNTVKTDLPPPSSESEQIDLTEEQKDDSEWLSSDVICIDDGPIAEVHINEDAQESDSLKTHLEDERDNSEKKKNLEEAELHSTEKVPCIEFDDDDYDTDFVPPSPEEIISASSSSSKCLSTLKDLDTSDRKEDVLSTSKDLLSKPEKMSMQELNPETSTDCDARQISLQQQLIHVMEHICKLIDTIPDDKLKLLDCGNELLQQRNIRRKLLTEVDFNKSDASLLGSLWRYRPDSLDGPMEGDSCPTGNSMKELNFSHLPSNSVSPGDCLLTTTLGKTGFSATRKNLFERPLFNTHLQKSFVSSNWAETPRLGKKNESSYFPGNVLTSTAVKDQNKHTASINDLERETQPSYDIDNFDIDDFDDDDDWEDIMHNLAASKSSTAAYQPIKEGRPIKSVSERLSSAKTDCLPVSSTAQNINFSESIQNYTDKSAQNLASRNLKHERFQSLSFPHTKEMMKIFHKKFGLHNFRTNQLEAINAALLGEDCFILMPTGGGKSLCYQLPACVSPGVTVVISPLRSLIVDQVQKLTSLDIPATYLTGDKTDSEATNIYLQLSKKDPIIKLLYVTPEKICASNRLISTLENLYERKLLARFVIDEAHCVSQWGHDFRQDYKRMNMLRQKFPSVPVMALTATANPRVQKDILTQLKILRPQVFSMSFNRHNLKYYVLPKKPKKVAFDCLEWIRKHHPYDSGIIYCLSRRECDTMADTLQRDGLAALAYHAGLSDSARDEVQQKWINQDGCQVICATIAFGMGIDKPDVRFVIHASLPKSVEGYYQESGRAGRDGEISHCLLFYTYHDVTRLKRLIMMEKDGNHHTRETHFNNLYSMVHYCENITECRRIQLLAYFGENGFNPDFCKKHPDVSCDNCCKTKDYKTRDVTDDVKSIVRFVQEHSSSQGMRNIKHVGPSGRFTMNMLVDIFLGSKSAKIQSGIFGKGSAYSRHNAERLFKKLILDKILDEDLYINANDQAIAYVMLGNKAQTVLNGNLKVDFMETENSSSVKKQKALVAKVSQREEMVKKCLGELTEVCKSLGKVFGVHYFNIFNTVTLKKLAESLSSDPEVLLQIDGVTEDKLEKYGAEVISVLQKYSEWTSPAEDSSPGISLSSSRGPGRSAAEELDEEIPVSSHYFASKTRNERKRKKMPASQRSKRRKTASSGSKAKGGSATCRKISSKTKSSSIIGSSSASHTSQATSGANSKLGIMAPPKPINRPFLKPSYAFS
Pol kappa inh: qHTS for Inhibitors of Polymerase Kappa; DNA polymerase kappa (Homo sapiens), Q9UBT6; purified Pol kappa, fluorescent DNA synthesis assay, 10 min; Potency, µM (top dose mostly 107 µM), for inactives: at the highest dose activity, negative = inhibition, most hits filed as inhibitors; 400,000 tested, 0.53% active; AID 588579, 2011; also: % is scaled to controls: 0 for no effect and ±100 for the full control effect
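10 nM Pol kappa was preincubated with compounds for 15 min at room temperature. Reaction started with 50 nM (final) substrate. Fluorescence read kinetically at 0 and 10 min.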
POLB inh: qHTS Assay for Inhibitors of DNA Polymerase Beta. Potency, µM (highest dose often 114 µM), for the others: top-dose activity change, negative = inhibition, usual class: inhibitors. Pol beta primer extension/strand displacement, fluorescence kinetic. 340,000 tested, 1.3% active. P06746; also: % is scaled to controls: 0 for no effect and ±100 for the full control effect
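Enzyme-only controls used 10 nM Pol beta; buffer lacking enzyme served as negative control. Compound preincubated 15 min, then 50 nM substrate added; 0 and 10 min reads at room temperature.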
APEX1 inh: qHTS Assay for Inhibitors of the Human Apurinic/apyrimidinic Endonuclease 1 (APE1) | DNA repair nuclease/redox regulator APEX1 (Homo sapiens), P27695 | recombinant APE1, TAMRA/BHQ-2 abasic DNA cleavage fluorescence | Potency, µM (highest dose often 65.8 µM), inactives show at the highest dose activity change, negative = inhibition, actives largely listed as inhibitors | 350,000 tested, 0.35% active;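 also: plate controls were vehicle for no effect and reference inhibitor for full effect; nearly all actives have a fitted effect of over 55% in size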
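Readout is kinetic fluorescence (ex 525, em 598 nm) from cleavage of 50 nM TAMRA/BHQ-2 THF abasic duplex by 0.75 nM APE1, compound added 15 min beforehand at RT.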
G9a block: qHTS Assay for Inhibitors of Histone Lysine Methyltransferase G9a. G9a H3K9 monomethylation, AlphaScreen, 2 h. Potency, µM (titrated, usually from 102 µM), without a hit: at the top dose activity, negative = inhibition, actives largely listed as inhibitors. 350,000 tested, 8.8% active. AID 504332, 2011; also: % is scaled to controls: 0 for no effect and ±100 for the full control effect; nearly all actives have a fitted effect of over 75% in size
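Enzyme 20 nM + cpd, 15 min RT; add b-H3K9 pep 500 nM / SAM 20 uM; 2 h RT; anti-H3K9me1 Ab 0.5 ug/mL + SA donor / anti-rabbit acceptor beads 20 ug/mL each, 10 min; AlphaScreen read.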
BAZ2B inh: qHTS Assay for Inhibitors of BAZ2B; Potency, µM (top dose mostly 114 µM), for inactives: at the top dose activity change, negative = inhibition, most hits filed as inhibitors; Bromodomain adjacent to zinc finger domain protein 2B (Homo sapiens), Q9UIF8; 360,000 tested, 4.4% active; AlphaScreen BAZ2B-H3K14Ac peptide displacement; also: % is scaled to controls: 0 for no effect and ±100 for the full control effect; nearly all actives have a fitted effect of over 60% in size
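In this displacement format the biotinylated H3(5-23) peptide acetylated at Lys14 serves as ligand at 50 nM, with BAZ2B at 50 nM in PBS pH 7.4 containing 0.01% Tween-20. Donor and acceptor beads are 10 ug/mL final.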
* = called active by the depositor; i = inactive; u = inconclusive; x = no result given; [ ] = another dose, or the depositor's remark. Calls follow the shape of the dose curve; as a rule, active = well fitted curve in the direction sought with a large enough effect; inconclusive = small, poorly fitted or top-dose-only effect, or another doubt; inactive = no such curve, though single readings can be large; an effect the other way counts as inactive or inconclusive. Potency is read from the fitted curve at half-maximal effect. The list is partial, so the mix of outcomes need not match the whole.

Below each SMILES: POLI inh, Pol eta inh, JMJD2A Tudor inh, BLM helicase inh, Pol kappa inh, POLB inh, APEX1 inh, G9a block, BAZ2B inh
CSc1ccc(CN(C)CC(=O)Nc2ccccc2C(=O)NC2CC2)cc1
  12%, -7%, -2%, x, -1%, x, 17%, 35%[12.7 µM], -4%
CC(=O)N[C@@H](CC(=O)O)C(=O)O
  i, -15%, -34%, 4%[21.4 µM], u, x, 7%, 9%[12.7 µM], 3%
Cc1ccc(S(=O)(=O)NCC2CCC(C(=O)NCc3ccccn3)CC2)cc1 (stereo not given)
  168%[activator], -27%, 2%, 1%, -4%, -18%, 0%, -5%, -1%
Cc1nnc(SCC(=O)c2ccc([N+](=O)[O-])cc2)s1
  49%[activator], -10%, -33%, -12%, 4%, 4%, 16%, -18%[59 µM], -17%
CC1SC(c2cccc(Cl)c2)NC1=O (stereo not given)
  20%, -13%, -5%, -2%, 5%, 19%, 2%, u, -1%
CN(CCc1ccccn1)C(=O)CCC1CCCN(C(=O)CN2CCCCCC2)C1 (stereo not given)
  17%, -14%, -13%, 0%, -3%, -1%, 7%, x, 9%
Cc1cc2cccc(C)c2nc1SCC(=O)NCC1CCCO1 (stereo not given)
  36%[activator], -24%, 2%, -17%, 2%, 12%, 1%, x, 7%
O=C(NCc1ccccc1Cl)c1ccc(-n2cnc3cccnc32)cc1
  -8%, 1%, -8%, -1%, 5%, -9%, x, -4%[59 µM], -7%
O=C(OCCCN=C1NS(=O)(=O)c2ccccc21)c1ccccc1F
  10%, -7%, -6%, 1%, 2%, -1%, 2%, 4%, -4%
COCCN(Cc1cc2c(C)cc(C)cc2nc1Cl)C(=O)c1ccccc1F
  7%, -9%, -1%, -4%, -2%, 36%, u, 8%, 4%
Cc1ccc(C(=O)NN2CCOCC2)cc1[N+](=O)[O-]
  6%, -3%, -6%, -3%, -7%, 14%, -11%, x, 0%
Oc1ccccc1C1=Nc2ncnn2C(c2ccc(F)cc2)C1 (stereo not given)
  2%, u, -20%, -11%, -8%, 32µM*, -6%, 25µM*, 56µM*
O=c1c(-c2ccccc2)c(O)cc(-c2ccncc2)n1-c1ccc(Cl)cc1
  59%[activator], -3%, -14%, -2%, -18%, -1%, 2%, 3%, -10%
CN1CCN(NC(=O)c2ccc(F)cc2)CC1
  14%, -3%, 1%, -1%, -3%, 8%, 1%, -5%[12.7 µM], 0%[57.1 µM]
Cc1ccc2c(c1)c1c3n2CCN(CCC(=O)O)C3CCC1 (stereo not given)
  25%, -23%, -17%, -1%, -2%, 14%, 17%, 45µM*, u
COc1ccc(CN(CC(O)COCc2ccccc2)S(=O)(=O)c2ccccc2Br)cc1 (stereo not given)
  29%, -16%, -3%, x, -24%, x, -19%, x, x
O=C(Nc1ccon1)c1ccc(Br)s1
  -16%, -4%, -7%, -1%, -1%, 17%, 2%, x, 6%
Cn1c(SCc2cccc(Br)c2)nc2c1c(=O)[nH]c(=O)n2C
  25%, -1%, -13%, -13%, 6%, -1%, 15%, 12%, 0%
CC(C)c1ccc2oc(=O)cc(CN3CCN(Cc4ccccc4)CC3)c2c1
  -1%, -18%, -25%, -6%, -7%, 80%, 9%, 50µM*, -19%
COc1ccc(/C=C(\NC(=O)c2ccccc2)C(=O)NC2CCCCC2)cc1
  u, 26%, -17%, -5%, -20%, -2%, x, -2%[59 µM], 3%

Reprinted at random: 3 compounds from above, in no set order.
Below each SMILES: POLI inh, Pol eta inh, JMJD2A Tudor inh, BLM helicase inh, Pol kappa inh, POLB inh, APEX1 inh, G9a block, BAZ2B inh
O=C(OCCCN=C1NS(=O)(=O)c2ccccc21)c1ccccc1F
  10%, -7%, -6%, 1%, 2%, -1%, 2%, 4%, -4%
Cc1ccc2c(c1)c1c3n2CCN(CCC(=O)O)C3CCC1 (stereo not given)
  25%, -23%, -17%, -1%, -2%, 14%, 17%, 45µM*, u
CC(=O)N[C@@H](CC(=O)O)C(=O)O
  i, -15%, -34%, 4%[21.4 µM], u, x, 7%, 9%[12.7 µM], 3%

Later entries:
Below each SMILES: POLI inh, Pol eta inh, JMJD2A Tudor inh, BLM helicase inh, Pol kappa inh, POLB inh, APEX1 inh, G9a block, BAZ2B inh
Cc1cc(-c2ccc(C)c(S(=O)(=O)NCc3ccc(Cl)cc3)c2)on1
  12%, -18%, -6%, -6%, -11%[60.1 µM], -28%, x, 5%[59 µM], 17%
O=C(Nc1ccc(Br)cc1)c1cccc(N2C(=O)C3C4C=CC(C4)C3C2=O)c1 (stereo not given)
  23%, -23%, -7%, -7%, -5%, -2%, 11%, -5%, -10%
CCP(=O)(c1ccccc1)C(C)(C)O (stereo not given)
  9%, -3%, -5%, -6%, -4%, 4%, -2%, -4%[12.7 µM], 7%
COc1ccc(C(=O)C2CCCN(Cc3ccc4c(c3)OCCO4)C2)cc1F (stereo not given)
  23%, -15%, -14%, 1%, -9%, 10%, 8%, 8%[59 µM], -16%
O=C(Cn1cc2c(n1)CCCCC2)Nc1ccccc1Cl
  23%, -15%, 9%, -1%, 3%, 2%, -4%, -13%, 1%
O=C(O)C(SC(C(=O)O)c1ccccc1)c1ccccc1 (stereo not given)
  -6%, -3%, 56µM*, x, -4%, x, x, x, x
Cc1c(Br)ccc(NC(=O)c2ccccc2[N+](=O)[O-])c1C
  -4%, -2%, -9%, -4%, -4%, 16%, 7%, -9%, -19%
CCCc1cc(=O)[nH]c2nnc(SCC(=O)Nc3nccs3)n12
  -26%, -5%, 0%, x, 0%, x, 6%, 10%[0.501 µM], 0%
Cc1nc2ccc(Br)cc2c(=O)n1Cc1cccs1
  2%, -14%, -2%, x, 7%, x, x, x, x
CCOC(=O)C1CCN(C(=O)c2cccc(N3C(=O)NC4CC3(C)Oc3ccc(C)cc34)c2)CC1 (stereo not given)
  50%[activator], -17%, -20%, -3%, -1%, -3%, -10%, 8%, -4%
COc1cc2[nH]c(-c3cccc(F)c3)cc(=O)c2cc1OC
  u, 1%, -16%, 2%, -20%, -8%, -5%, -9%, 2%
COc1ccc(/C(C)=N/OCC(=O)N=Nc2c(O)[nH]c3ccc(Br)cc23)cc1
  19%, -2%, -24%, -8%, -21%, 22%, 7%, 12%[59 µM], 3%
O=C(CN1c2ccccc2Sc2ccccc21)N/N=C/c1ccc(Cl)cc1
  45%[activator], -21%, -8%, -9%, 0%, 22%, 0%, 8%, -32%
CC(C)CC1NC(=O)N(Cc2nc3ccccc3s2)C1=O (stereo not given)
  -20%, -6%, -7%, -1%, -3%, 31%, 4%, u, 6%
CC(=O)N(C)C1=C(N2CCOCC2)C(=O)c2ccccc2C1=O
  u, -6%, -6%, -3%, -18%, 35%, -2%, u, -38%
CC(=O)Nc1cc2c(cc1Cl)-c1ccccc1C2
  15%, -12%, -5%, x, -7%, x, x, x, x
Cc1ccc(S(=O)(=O)N2CCN(C(=O)c3cc4c(s3)CCCC4)CC2)c(C)c1
  28%, -18%, -3%, x, 2%, x, 13%, u, 0%
CC(=O)Oc1ccc(-c2csc(Nc3ccc(Cl)cn3)n2)cc1
  49%[activator], -16%, -20%, -3%, -21%, 0%, 10%, 29%, -19%
CCOc1ccc(S(=O)(=O)N/N=C2/CC(c3ccccc3)Oc3ccccc32)cc1 (stereo not given)
  70%[activator], -18%, -32%, -14%, -2%, -3%, -6%, 7.9µM*, -29%
COc1ccccc1-n1c(CCn2nc(C)c(Br)c2C)n[nH]c1=S
  1%, -17%, 7.1µM*, 1%, -13%, 27%, u, 1.1µM*, -4%

Below each SMILES: POLI inh, Pol eta inh, JMJD2A Tudor inh, BLM helicase inh, Pol kappa inh, POLB inh, APEX1 inh, G9a block, BAZ2B inh
O=C(NCc1cccc(F)c1)c1cccc2c1C(=O)c1ccc(N3CCOCC3)cc1S2(=O)=O
  4%, -2%, -19%, x, -11%, x, -14%, x, x
Cc1ccc(-c2ccc(/C=C3\SC(N4CCOCC4)=NC3=O)o2)cc1
  60%[activator], u, -16%[11.4 µM], -2%, -18%, -11%, -10%, 32µM*, x
CCN(CC)c1cc(C)c2cc(NC(=O)/C=C/c3ccc(C)cc3)ccc2n1
  -3%, -14%, -18%, 0%, -1%, 16%, x, -2%[59 µM], -3%
O=C(Nc1cccc2ncccc12)c1cc(Br)ccc1Cl
  167%[activator], 6%, -10%, -3%, 4%, -12%, 9%, 20%, -5%
O=c1c2c(ncn2C2CCCC2)n(Cc2ccccc2)c(=O)n1CCOc1ccc(Br)cc1
  -8%, -19%, 1%, -7%, -7%, 3%, -2%, 22%[59 µM], 9%
Cc1csc(SCC(=O)Nc2ccc(Cl)cn2)n1
  33%[activator], -14%, -12%, -5%, 1%, 36%, 14%, u, 13%
Cc1cc(C)cc(SCc2noc(C(=O)NC(C)C)c2C(=O)NC(C)C)c1
  0%, -12%, 8%, -6%, 1%, 2%, 43%, -65%, -21%
CCCCC(=O)NC1CC(=O)N(c2ccc3c(c2)OCCO3)C1 (stereo not given)
  5%, -5%, -31%, 2%, -9%[60.1 µM], 6%, x, 9%[59 µM], -13%
O=C(Cc1ccccc1[N+](=O)[O-])OCN1C(=O)c2ccccc2C1=O
  31%[activator], 12%, -4%, 1%, 7%, 33%, 15%, 12%, -21%
N#Cc1nc(-c2ccccc2)oc1N1CCN(C(=O)c2ccco2)CC1
  -21%, -13%, -28%, 2%, -2%, 1%, 47%[activator], 40µM*, 2%
COc1ccc(CNC(=O)C(C)Sc2nc3ccccc3c(=O)n2CCCN2CCOCC2)cc1 (stereo not given)
  115%[activator], -6%, -1%, -11%, -7%, 36%[activator], 16%, 6%, x
O=C(CCc1ccc(S(=O)(=O)NCCc2ccccc2)cc1)Nc1ccc2c(c1)OCO2
  -14%[58.9 µM], -14%, -18%, -9%, -14%, 2%, -6%, 6%[59 µM], -30%
CCNC(=O)CC1C(=O)N(c2cccc(OC)c2)C(=O)N1CCOC (stereo not given)
  7%, -8%, 6%, -1%, 0%, -11%, 0%, u, -4%
CCCCn1c(COc2cccc(OC)c2)nc2ccccc21
  -3%, -22%, 28%, 0%, -22%, -12%, x, 4%[59 µM], 16%

Compound activity from PubChem BioAssay.
